Compound activity from PubChem BioAssay.
TRPC4 potent – TRPC4 (mouse) allosteric potentiation | Q9QUQ5 | B-score at 10 µM | actives 0.42% (n = 310,000) | HEK293 TRPC4beta/mu-opioid, DAMGO EC20, Fluo-4 Ca2+ flux; hits give high values;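 active = B-score of calcium response area above 5 SD of library B-scores, with initial fluorescence ratio within 5 SD of library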;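 note: B-score of integrated fluorescence ratio over time as area under calcium response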
TRPC6 activator – activators of mouse TRPC6 channel; Q61143; HEK293-TRPC6 membrane potential dye fluorescence; hits give high values; B-score at 10 µM; actives 0.13% (n = 310,000); AID 2550;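 active = B-score of the integrated fluorescence ratio above library mean plus 3 SD, and starting fluorescence ratio within library mean plus 5 SD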;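 note: higher score means more depolarization so channel activation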
MrgX1 PAM – allosterically activates human MrgX1 receptor signaling; Q96LB2; MrgX1-HEK293, Fluo-4 calcium flux, FDSS; hits give high values; B-score at 10 µM; actives 0.63% (n = 310,000); AID 588675;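 active = plate-corrected calcium response at least 3 library SD above typical, normal starting fluorescence, not activating the receptor alone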;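 note: compound read alongside a low EC10 to EC30 dose of BAM8-22 agonist; peak minus trough fluorescence over baseline measured at the second addition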
Target sequence (Q96LB2 whole entry, looked up): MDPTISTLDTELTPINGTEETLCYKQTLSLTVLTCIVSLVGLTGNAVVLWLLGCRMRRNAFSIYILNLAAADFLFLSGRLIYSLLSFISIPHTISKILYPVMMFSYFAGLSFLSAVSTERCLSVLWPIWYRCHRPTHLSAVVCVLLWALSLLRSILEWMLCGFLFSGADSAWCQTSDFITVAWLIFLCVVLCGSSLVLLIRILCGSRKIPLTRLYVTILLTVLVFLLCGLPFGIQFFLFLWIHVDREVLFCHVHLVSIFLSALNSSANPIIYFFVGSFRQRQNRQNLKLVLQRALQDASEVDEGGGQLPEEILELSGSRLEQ
HIF act – HIF pathway transcriptional activation. U2OS HRE-luciferase reporter, luminescence; normalized: DMSO 0%, desferrioxamine 100%. activation, % at 7.5 µM (by protocol). actives 0.32% (n = 300,000);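 active = mean activation of at least 10% of the iron chelator positive control signal, with at least half of replicates also reaching 10%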
MrgX1 ag – activates human MrgX1 receptor signaling | MrgX1-HEK293 cells, Fluo-4 calcium fluorescence, agonist mode; hits give high values | B-score at 10 µM | actives 0.44% (n = 310,000) | Q96LB2;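 active = calcium response B-score plate-corrected fluorescence ratio at least 3 library SD, with starting fluorescence B-score inside 5 SD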
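System: HEK293 cells stably expressing human MrgX1 receptor; Dosing: test compound in the initial addition of three; Schedule: overnight plating, then 30 min 37 °C plus 30 min room-temperature dye loading; Detection: kinetic calcium dye fluorescence, Fluo-4 NW; Controls: per-plate positive and negative controls for Z′ factor.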
AI-2 QS modul – modulators of Vibrio harveyi AI-2 quorum sensing system; Vibrio harveyi JMH597 AI-2 luminescence/OD600 ratio, 9 h; hits give low values; strain lacks LuxN and CqsS sensors; 0 = neutral-control median; activity change, % at 7.5 µM; actives 0.4% (n = 300,000); in the data active = activity change below about -75%, passing the limit was not always enough;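 note: luminescence divided by OD600 gain over 9 h not by final OD600 alone; inactives centre near 13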
PolyA inhibitor – blocks polyadenylation in yeast reporter cells; calls only at 12 µM; actives 0.02% (n = 300,000); AID 1875; S. cerevisiae SKY197-pL101 polyadenylation reporter, beta-gal luminescence; efflux-impaired pdr1/pdr3 knockout yeast; score 100 = 6 SD above DMSO;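 active = lowest replicate activity score at least 50, where 100 means six control SD above control mean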;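 note: yeast exposed to compound for 9 h at 30 °C; higher score means more reporter readthrough which indicates perturbed polyadenylation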
TRPC6 inh – mouse TRPC6 channel inhibition. actives 1.1% (n = 310,000). HEK293-TRPC6, membrane potential dye, ACh-evoked depolarization; hits give low values. B-score at 10 µM. Q61143. AID 2553;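 active = B-score under library mean minus 3 SD, initial fluorescence not abnormally high, positive integrated signal ratio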;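 note: B-score derived from integrated fluorescence ratio over the kinetic read; more negative B-score means stronger inhibition of depolarization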
TRPC4 agonist – activators of mouse TRPC4 channel. Q9QUQ5. HEK293 TRPC4beta/mu-opioid, Fluo4 calcium fluorescence; hits give high values. B-score at 10 µM. actives 0.49% (n = 310,000);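 active = B-score above 5 SD of library B-scores, and initial fluorescence ratio not above library mean plus 5 SD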;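 note: positive B-score marks a calcium rise read as TRPC4 activation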
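system = HEK293 cells stably co-expressing mouse TRPC4beta and mu-opioid receptor | schedule = Fluo4 dye loading 45 min at room temperature, 110 s recording | measure = B-scored integrated calcium fluorescence ratio | signal = Fluo4 calcium-sensitive dye fluorescence, kinetic, 1 Hz baseline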
TRPC4 block – TRPC4 (mouse) channel inhibition; B-score at 10 µM; HEK293 TRPC4beta/mu-opioid, DAMGO-evoked Fluo4 calcium flux; hits give low values; Q9QUQ5; actives 0.39% (n = 300,000);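 active = B-score over 3 SD under the library average, no early fluorescence shift, positive overall ratio signal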
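test system = HEK293 cells with stable TRPC4beta plus mu-opioid receptor expression | detection = Fluo4 Ca2+ flux fluorescence | read-out = integrated fluorescence ratio relative to baseline, converted to per-well B score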
MrgX1 antag – human MrgX1 receptor antagonism, primary screen; MRGX1-HEK293 calcium flux, Fluo-4, BAM8-22 antagonism; hits give low values; B-score at 10 µM; actives 1.3% (n = 310,000); AID 588676;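 active = calcium-response B-score plate-corrected more than 3 library SD below zero, starting fluorescence within 5 deviations, no agonist response on first addition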;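 note: peak minus trough fluorescence over baseline after final BAM8-22 challenge near maximal dose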
Active calls of the source: *; i = inactive; · = not tested or not shown. Only part of the results is shown; count on the stated rates, not on these rows.

Below each SMILES – TRPC4 potent	TRPC6 activator	MrgX1 PAM	HIF act	MrgX1 ag	AI-2 QS modul	PolyA inhibitor	TRPC6 inh	TRPC4 agonist	TRPC4 block	MrgX1 antag
> Cc1cc(-n2c(C)cc(C(=O)CSc3nnc4sc5ccccc5n34)c2C)no1
  i	i	i	-0.3	i	14	i	i	i	i	i
> Cc1c(C(=O)OC2CCCCC2)sc2nc[nH]c(=O)c12
  i	i	i	0.5	i	30	i	i	i	i	i
> CCOC1CS(=O)(=O)CC1OCC (stereo not drawn)
  i	i	i	-0.6	i	-5	i	i	i	i	i
> CCC(C)(C)NC(=O)Nc1cc(Cl)ccc1OC
  i	i	i	0.1	i	22	i	i	i	i	i
> O=C(CSc1ccccc1C(=O)N1CCCCC1)NCC1CCCCC1
  i	i	i	0.2	i	8	i	i	i	i	i
> CCC(=O)c1ccc(OCC(O)CN(CCc2ccccc2)Cc2ccccc2)cc1 (stereo not drawn)
  i	i	i	0.2	i	11	i	i	i	i	i
> O=C(O)CN1C(=O)NC2(CCOc3ccccc32)C1=O (stereo not drawn)
  i	i	i	0.4	i	23	i	i	i	i	i
> NC(=O)CC(NC(=O)Cc1cccc2ccccc12)c1ccc(N2CCN(c3ccccc3)CC2)c([N+](=O)[O-])c1 (stereo not drawn)
  i	i	i	-0.1	i	1	i	i	i	·	i
> COC(=O)c1ccc(N2C(=O)CC(NCc3ccccc3)C2=O)cc1 (stereo not drawn)
  i	i	i	0.3	i	-1	i	i	i	i	i
> O=c1[nH]nc(SCCS(=O)(=O)c2ccc(F)cc2)n1-c1ccccc1C(F)(F)F
  i	i	i	-0.2	i	18	i	i	i	i	i
> CCOC(=O)C(=CNc1ccc2c(c1)CCN2C(C)=O)C(=O)OCC
  i	i	i	4.6	i	18	i	i	i	i	i
> COc1ccc(Cl)cc1NC(=O)N1CCN(c2ccccc2OC)CC1
  i	i	i	0.2	i	6	i	i	i	i	i
> CC(=O)OCCN(CCCn1c(-c2ccncc2)nc2ccccc21)c1nc(CN2CCCCC2)cs1
  i	i	i	-0.3	i	5	i	i	i	i	i
> COc1ccccc1N1CCN(C(=O)C(=O)c2c(C)n(C)c3ccccc23)CC1
  i	i	i	-0.3	i	38	i	i	i	i	i
> COC(=O)c1cn(C(=O)c2ccc(F)cc2)c2ccccc12
  i	i	i	-0.4	i	5	i	i	i	i	i

As entered above:
AI-2 QS modul, COC(=O)c1ccc(N2C(=O)CC(NCc3ccccc3)C2=O)cc1 (stereo not drawn) stands at -1
AI-2 QS modul, O=C(CSc1ccccc1C(=O)N1CCCCC1)NCC1CCCCC1 stands at 8

Further records follow.
Below each SMILES – TRPC4 potent	TRPC6 activator	MrgX1 PAM	HIF act	MrgX1 ag	AI-2 QS modul	PolyA inhibitor	TRPC6 inh	TRPC4 agonist	TRPC4 block	MrgX1 antag
> COc1ccc(CN2CCC(n3nccc3NC(=O)CCc3ccccc3)CC2)c(C)c1C
  i	i	·	-0.6	·	26	i	i	82*	i	·
> NNC(=O)CNC(c1ccccc1)c1cc(Br)ccc1NC(=O)c1ccc(Br)cc1 (stereo not drawn)
  i	i	i	0.0	i	26	·	i	i	i	i
> CSc1ccc(C(C(C(=O)c2cccs2)N2CCOCC2)N2CCOCC2)cc1 (stereo not drawn)
  i	i	i	0.2	i	1	i	i	i	i	i
> COc1cc(C2C(C#N)=C(N)Oc3c2ccc2ccccc32)ccc1OCC(=O)Nc1cccc(C)c1 (stereo not drawn)
  i	i	i	·	i	4	i	i	i	i	i
> CCOc1ccc(-c2noc(-c3cccnc3)n2)cc1OCC
  i	i	i	·	i	29	i	i	i	i	i
> Cc1nc2ccccc2n1CCOc1ccc(F)cc1
  i	i	i	-1.3	i	2	i	i	i	-6*	i
> CCc1cccc(C)c1NC(=S)NCc1ccc2c(c1)cc(C)n2C
  i	i	i	0.1	i	15	i	i	i	i	i
> CC#CC(=O)N1CCC(CO)(CCc2ccccc2)CC1
  i	i	i	0.3	i	13	i	i	i	i	i
> Cc1ccc(S(=O)(=O)Nc2cccc(C(=O)NCCCN3CCOCC3)c2)cc1F
  i	i	i	-0.2	i	-15	i	i	i	i	i
> O=C(COc1cccc(C(F)(F)F)c1)Nc1cccnc1
  i	i	i	0.8	i	6	i	i	i	i	i
> COc1ccc(NC(=O)COC(=O)c2ccc(N3CCCC3=O)cc2)cc1OC
  i	i	i	-0.4	i	3	i	i	i	i	i
> Cc1cc(-c2nnco2)c(C)n1-c1ccc(F)cc1
  i	i	i	0.6	i	17	i	i	i	i	i
> Cc1[nH]c(=O)[nH]c(=O)c1S(=O)(=O)N1CCCc2ccccc21
  i	i	i	-0.3	i	-1	i	i	i	i	i
> Cc1cccc(OC(=O)c2ccncc2)c1C
  i	i	i	-1.4	i	15	i	i	i	i	i
> COc1cc2ccccc2cc1C(=O)Nc1ccccc1Cl
  i	i	i	5.1	i	21	i	i	i	i	i
> CCCNC(=O)COC(=O)c1cc(C)nc2ccccc12
  i	i	i	0.3	i	20	i	i	i	i	i
> COc1ccc(CNC(=O)C2CC(C)=C(C)CC2C(=O)O)cc1 (stereo not drawn)
  i	i	i	0.0	i	16	i	i	i	i	i
> COc1ccc(COC(=O)N/N=C(\C)CC(=O)Nc2c(C)cc(C)cc2C)cc1
  i	i	i	-1.5	i	26	i	i	i	i	i
> CCc1sc(C(=O)Nc2ncccc2O)cc1C
  i	i	i	-1.9	i	39	i	i	i	i	i
> Cc1cc(C(=O)COC(=O)c2ccc[nH]c2=O)c(C)n1-c1ccccc1F
  i	i	i	-1.0	i	11	i	i	i	i	i
> Cc1ccccc1NC(=S)N(Cc1ccccc1)Cc1cccnc1
  i	i	i	-0.8	i	9	i	i	i	i	i
> O=C(Nc1ccccc1)c1ccc(NCCN2CCOCC2)c(S(=O)(=O)N2CCOCC2)c1
  i	i	i	-0.5	i	22	i	i	i	i	i
> O=C(N/N=C/C=C/c1ccccc1)c1cc2c(ccc3ccccc32)o1
  i	i	i	-0.3	i	9	i	i	i	i	i
> Nc1nnc(CCOc2ccccc2Cl)s1
  i	i	i	0.6	i	18	i	i	i	i	i
> COC(=O)c1ccc(CSc2nc(-c3ccccc3)cs2)o1
  i	i	i	0.7	i	0	i	i	i	i	i
> Cc1cc(C)n2c(SCC(=O)NC3CCCCC3C)nnc2n1 (stereo not drawn)
  i	i	i	-0.6	i	21	i	i	i	i	i
> Cn1cnc2cc(NCc3ccc(Cl)cc3)ccc21
  i	i	i	4.2	i	-50	i	i	i	i	i
> O=C1CN(C(=O)N[C@@H](Cc2ccccc2)C(=O)N[C@@H](C(=O)O)c2ccccc2)c2ccccc2N1
  i	i	i	-0.5	i	26	i	i	i	i	i
> Oc1[nH]c2ccccc2c1N=Nc1ncnc2c1oc1ccccc12
  i	i	i	0.1	i	-8	i	i	i	i	i
> O=C(CNC(=O)c1ccc(Br)cc1)NCc1cccnc1
  i	i	i	-1.0	i	·	i	i	i	i	i
> CCC(C(=O)OCC(=O)NC(=O)c1ccccc1)c1ccccc1 (stereo not drawn)
  i	i	i	0.0	i	1	i	i	i	i	i
> COc1ccc(-n2c(SCC(=O)Nc3ccc4c(c3)OCO4)nc3ccccc3c2=O)cc1
  i	i	i	0.1	i	24	i	i	i	i	i
> COc1ccc(NC(=O)O/N=C/c2ccc(Br)cc2)cc1
  i	i	i	1.5	i	-25	i	i	i	i	i
> Cc1ccccc1C(=O)Nc1ccnn1C1CCN(Cc2cnn(C)c2)CC1
  i	i	i	-0.2	i	1	i	i	i	i	i
> O=C(NNC(=O)c1ccccc1[N+](=O)[O-])c1csc(N2CCOCC2)n1
  i	i	i	0.4	i	·	i	i	i	i	i
> Cc1ccc(NC2=NC(c3ccccc3)n3c(nc(C)cc3=O)N2)cc1 (stereo not drawn)
  i	i	i	0.8	i	21	i	i	i	i	i
> Clc1ccc(N2N=C(c3cccs3)CC2c2ccco2)cc1 (stereo not drawn)
  i	i	i	0.2	i	13	i	i	i	i	i
> Cc1ccccc1C(=O)c1cccn1CC(=O)NCc1ccc(Cl)cc1
  i	i	i	1.1	i	17	i	i	i	i	i
> CCCc1cc(C(=O)OC)c2ccccc2n1
  i	i	i	0.5	i	14	i	i	i	i	i
> Cc1cc(Cl)ccc1N(CC(=O)NCc1ccc2c(c1)OCO2)S(C)(=O)=O
  i	i	i	-0.5	i	27	i	i	i	i	i
> COc1cc2nc(-c3ccccc3C)oc(=O)c2cc1OC
  i	i	i	-0.6	i	9	i	i	i	i	i
> O=C(COC(=O)c1ccc(Br)o1)NCCCc1ccccc1
  i	i	i	-0.3	i	30	i	i	i	i	i
> COC(=O)c1[nH]c2cc(OC)c(OC)cc2c1NC(=O)Oc1ccccc1
  i	i	i	0.2	i	12	i	i	i	i	i
> C=CCNc1nc(N)c([N+](=O)[O-])c(NCCO)n1
  i	i	i	0.4	i	29	i	i	i	i	i
> Cc1cc(-c2nn(-c3ccccc3F)cc2CN2CCCC(O)C2)c(C)s1 (stereo not drawn)
  i	i	i	-0.2	i	16	i	i	i	i	i
> COCCNc1nc2c(S(=O)(=O)c3cc(C)ccc3C)nnn2c2ccccc12
  i	i	i	0.1	i	27	i	i	i	i	i
> COc1ccc(OCCC(=O)OCC(=O)NCc2ccco2)cc1
  i	i	i	1.3	i	16	i	i	i	i	i
> C=C1CCN([C@H](C(=O)OCc2cccc(C)c2)C(C)C)S(=O)(=O)c2ccccc21
  i	i	i	-0.6	i	17	i	i	i	i	i
> CN1C(=O)[C@H]2[C@@H](C3CC3)N3C(=O)CN(CCO)C(=O)[C@@]3(Cc3ccccc3)[C@H]2C1=O
  i	i	i	0.1	i	14	i	i	i	i	i
> CCOC(=O)c1cc2c(=O)n3ccccc3nc2n(Cc2ccco2)c1=NC(=O)c1ccc(OC)cc1
  i	i	i	1.9	i	11	i	i	i	i	i
> CCN(CC)C1=NS(=O)(=O)c2cc([N+](=O)[O-])ccc21
  i	i	i	-0.1	i	35	i	i	i	i	i
> Cc1ccc(NS(=O)(=O)c2ccc(CCC(=O)O)cc2)cc1
  i	i	i	0.2	i	55	i	i	i	i	i
